# CAL PDZ FP-1 = CAL PDZ (human) peptide binding inhibition | purified CAL PDZ, TMR-peptide fluorescence polarization, 1 h | inhibition, % at 24.9 µM | 300,000 tested, 0.92% active | AID 602252;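 active = mean inhibition of at least 30% with at least half of replicates also reaching 30%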;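 also: 0% = DMSO neutral control and 100% = excess unlabeled competitor peptide PRC23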
# Rtt109 HAT inh = inhibitors of Candida albicans Rtt109/Vps75 histone acetyltransferase; purified Rtt109/Vps75, ThioGlo CoA-SH fluorescence, 4 h; inhibition, % at 34.9 µM; Q5AAJ8; 330,000 tested, 0.16% active;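 active = inhibition of at least 50% in every replicate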
# Target sequence (Q5AAJ8 whole entry, looked up): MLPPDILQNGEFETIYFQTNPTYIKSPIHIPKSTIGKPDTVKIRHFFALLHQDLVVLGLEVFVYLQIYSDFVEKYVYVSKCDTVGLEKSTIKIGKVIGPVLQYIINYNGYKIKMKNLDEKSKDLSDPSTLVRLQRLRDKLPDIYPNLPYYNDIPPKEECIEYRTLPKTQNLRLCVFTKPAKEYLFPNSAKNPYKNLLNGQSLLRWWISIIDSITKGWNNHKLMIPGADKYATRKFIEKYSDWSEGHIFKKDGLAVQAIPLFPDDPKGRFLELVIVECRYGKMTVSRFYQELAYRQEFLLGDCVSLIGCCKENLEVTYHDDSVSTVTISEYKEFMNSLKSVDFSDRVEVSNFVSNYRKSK
# SR-BI DiI-HDL act = activators of SR-BI mediated HDL lipid uptake | 320,000 tested, 0.096% active | activation, % at 12.5 µM | CHO ldlA[mSR-BI] cells, DiI-HDL uptake fluorescence, 3 h; 100 = double the neutral-control signal;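 active = mean replicate activation of at least 60% and every replicate at or above 60%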;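 also: 0% = median plate neutral-control signal and 100% = twice that signal; values of inactives mirror those of a sister screen read the other way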
#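 Material – SR-BI-overexpressing, LDLR-lacking CHO cells · Medium – BSA-supplemented, HEPES-buffered Ham's F12, pH 7.4 · Doses – single concentration · Times – compound with DiI-HDL co-incubation, 3 h at 37 °C · Measured by – bottom-read fluorescence, 550/595 nm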
# PKA-R2B activ = activators of human PKA-R2B complex | PKA-R2B holoenzyme dissociation, Cy5-IP20 fluorescence polarization; R2B truncated from residue 108, S112A mutant; 0% DMSO only, 100% 113 µM cGMP | activation, % at 11.4 µM | 340,000 tested, 0.079% active | AID 504700;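 active = activation above a cutoff set at the mean over all compounds plus 3 SD, cut at about 18% in these data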;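 also: higher means more holoenzyme dissociation and a rise in polarization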
# Target sequence (P31323 whole entry, looked up, other chains not shown, the tested form may be a part): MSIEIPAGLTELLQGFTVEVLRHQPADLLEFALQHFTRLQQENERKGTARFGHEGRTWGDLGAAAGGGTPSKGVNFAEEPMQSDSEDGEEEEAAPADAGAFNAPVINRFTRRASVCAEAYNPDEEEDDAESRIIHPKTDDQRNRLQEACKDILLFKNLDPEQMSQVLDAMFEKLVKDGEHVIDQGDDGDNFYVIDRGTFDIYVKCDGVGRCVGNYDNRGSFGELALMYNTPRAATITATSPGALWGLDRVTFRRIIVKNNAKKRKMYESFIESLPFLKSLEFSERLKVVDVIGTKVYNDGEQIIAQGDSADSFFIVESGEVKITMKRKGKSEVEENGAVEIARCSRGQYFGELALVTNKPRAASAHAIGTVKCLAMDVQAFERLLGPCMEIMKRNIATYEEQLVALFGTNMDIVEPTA
# RTF Ca sens act = cardiac RTF calcium sensitization; IANBD-labeled TnC RTF fluorescence at EC20 calcium; 0% EC20 calcium, 100% full calcium; activation, % at 7.2 µM; 340,000 tested, 0.24% active; AID 493008;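 active = activation above the mean over all tested compounds plus 3 SD, cut at about 30% in these data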;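 also: rise in fluorescence read as greater calcium sensitivity of cardiac thin filaments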
# CAL PDZ FP-2 = blocks peptide binding to human CAL PDZ domain | AID 504414 | Q9HD26 | purified CAL PDZ, TMR-peptide fluorescence polarization, 1 h | inhibition, % at 20 µM | 330,000 tested, 0.02% active;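 active = highest replicate inhibition of at least 40%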;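 also: plate controls were DMSO neutral control wells for no effect and unlabeled competitor peptide control wells for full effect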
#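 Test system: purified CerCALP PDZ construct; Compound dosing: one concentration, 20 µM compound; Also added: TMR-labelled reporter peptide T*-PRC34 bound in PDZ groove; Read-out: inhibition from polarization loss; Controls: unlabelled peptide and DMSO controls; Signal: FP readout, S and P plane fluorescence; Incubation: 1 h at RT.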
# C-LANA FP = KSHV C-LANA DNA binding inhibition. inhibition, % at 9 µM. MBP-C-LANA/FAM-LBS DNA binding, fluorescence polarization. 340,000 tested, 0.078% active;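 active = highest replicate inhibition at or above 60% at 9 µM, even if other replicates fall short; inactive = all replicates below 60% inhibition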;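 also: 0% = neutral control wells and 100% = 4 µM acridine orange control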
# DAGLB inhibitor = blocks human DAGLB lipase activity. Q8NCG7. HEK293T DAGLB membrane lysate, EnzChek fluorogenic substrate. inhibition, % at 5.17 µM. 340,000 tested, 0.059% active. AID 504411; in the data active = inhibition above about 34%;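 also: 0% = enzyme with vehicle and 100% = wells lacking enzyme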
# Keap1 Nrf2 FP = inhibitors of human Keap1-Nrf2 protein-protein interaction | Keap1 Kelch-Nrf2 peptide fluorescence polarization, 1536-well | 340,000 tested, 0.15% active | Q14145 | inhibition, % at 9.4 µM | AID 504523; in the data active = inhibition above about 12%;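 also: human Keap1 Kelch domain with fluorescein labeled Nrf2 9mer peptide probe; 0% = neutral control wells and 100% = peptide positive control; higher means more block of Keap1 binding to Nrf2 peptide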
# RTF Ca sens inh = cardiac RTF calcium desensitization; IANBD-labeled cardiac RTF, Ca2+ fluorescence; inhibition, % at 7.15 µM; 340,000 tested, 0.12% active;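 active = inhibition above the mean inhibition of all tested compounds plus 3 SD, cut at about 17% in these data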;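 also: assay run at fixed EC70 calcium of 1.6 mM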
# Starred values were filed as active, the others as inactive; . = no result given.
SMILES,CAL PDZ FP-1,Rtt109 HAT inh,SR-BI DiI-HDL act,PKA-R2B activ,RTF Ca sens act,CAL PDZ FP-2,C-LANA FP,DAGLB inhibitor,Keap1 Nrf2 FP,RTF Ca sens inh
c1ccc2c(c1)[nH]c1c(N3CCC4(CC3)OCCO4)ncnc12,-1,7,-14,-8,4,-0.6,1.3,-5,0,-5
CC(C)NC(=O)COc1coc(CN2CCN(C(=O)c3ccco3)CC2)cc1=O,1,4,48,-6,5,-0.2,-0.7,-3,0,1
CC1CC1C(=O)OCC(=O)NCc1ccccc1Cl (centres undefined),4,1,9,-5,9,.,1.5,-1,4,2
CC(=O)Nc1nc(C2COc3ccccc3O2)cs1 (centres undefined),1,-8,-5,6,0,0.5,-1.3,-2,0,0
CN1CCN(CCC(=O)N2c3ccccc3Sc3ccc(Cl)cc32)CC1,-3,5,41,-2,-3,-0.6,-0.1,0,-2,0
COc1ccc(CCC(=O)NCCc2cn3c(C)csc3n2)cc1,.,8,3,2,8,-0.8,0.8,-1,0,-2
O=C(NNS(=O)(=O)c1ccc(Cl)cc1)c1cccc(S(=O)(=O)N2CCOCC2)c1,-7,-9,3,-8,7,-0.5,-1.0,1,0,-13
COc1ccc(Cl)cc1NC(=S)N1CCCC1,5,.,3,-4,-1,-0.5,0.1,0,-1,-2
CC(C)CCNC(=O)c1c(CSc2ccc(Cl)cc2)noc1C(=O)NCc1ccccc1,-4,-2,7,-5,1,0.1,2.0,-10,-1,2
COC(=O)c1ccc(C(=O)O)nc1,-3,5,3,-8,13,-0.5,1.5,-3,0,1
Cc1cc(=O)oc2cc(NC(=S)NCc3cccnc3)ccc12,.,-5,11,-15,0,-2.2,-0.1,3,0,-6
O=C(CCc1ccc(S(=O)(=O)NCCc2ccccc2)cc1)N1CCN(Cc2ccc3c(c2)OCO3)CC1,-3,-6,-69,5,22,-0.5,-2.1,1,0,-6
O=C(CSc1ncnc2nc[nH]c12)NCCc1ccccc1,-3,10,8,-10,11,0.2,0.0,0,-5,-1
O=C(Nc1ccc(Br)cc1Br)c1cccc2c1C(=O)N(C1CCCCC1)C2,.,3,22,4,2,0.3,0.1,-1,1,1
CC1CCN(C(=O)COC(=O)c2nn(C)c(=O)c3ccccc23)CC1,-2,-5,4,-10,-2,-0.5,-0.3,3,-8,-8
O=C(Nc1ccc2c(c1)CCC2)Nc1ccc2c(c1)OCO2,-1,0,5,3,4,-1.9,-0.2,1,-1,5
CN1CCC(=NNC(=O)CSc2ccc(Cl)cc2)CC1,3,2,10,0,3,-1.0,-0.9,-2,0,-3
Cc1ccc(NC(=S)NNC(=O)c2nn(C)cc2Cl)cc1,-3,6,3,0,7,.,-0.6,1,2,1
COc1cc(/C=C(\C#N)C(=O)N2CCOCC2)cc(Br)c1O,-1,11,8,-8,-8,-2.8,-0.6,1,-1,-6
CCn1cc(Br)c(C(=O)Nc2ccc(Cl)cc2Cl)n1,-4,-26,12,12,2,-1.8,-2.4,-7,-6,-5
O=C(Nc1nc2nccc(-c3ccccc3)n2n1)c1ccc(F)cc1,-5,-6,15,6,2,0.5,-0.9,4,0,-5
CC1CCCN(C(=O)C23CCC(C)(C(=O)C2)C3(C)C)C1 (centres undefined),-4,4,25,3,3,-1.0,0.5,3,-6,4
CCCOc1ccc(/C(O)=C2/C(=O)C(=O)N(CCN3CCOCC3)C2c2ccccc2)cc1 (centres undefined),-8,-5,.,3,-1,-1.9,1.3,-2,2,2
COc1ccc(S(=O)(=O)Nc2cccc(SC)c2)cc1OC,5,1,-13,-7,-1,-3.3,-0.3,1,-4,0
O=[N+]([O-])c1ccc(/C=N/NC2=NS(=O)(=O)c3ccccc32)cc1,4,11,24,1,-1,-0.7,0.5,2,-4,-4
O=C(NCCc1c[nH]c2ccccc12)c1cc2ccccc2oc1=O,-4,-1,11,-3,3,-0.6,0.3,1,0,-2
Cc1nc(N2CCN(C(=O)c3ccc(Cl)cc3)CC2)c(C#N)c2c1COC(C)(C)C2,0,-3,-57,-12,-3,-0.4,-1.5,-5,-3,-6
O=C(N/N=C\c1c(O)ccc2ccccc12)c1cncc(Br)c1,-3,1,-143,-7,29,-1.5,5.8,-9,-8,-46
Cc1cc[n+](CC(=O)Nc2cccc(C)c2)cc1,-1,20,21,4,1,-0.3,0.3,1,-1,-1
Cc1ccc(N2CC(C(=O)NCc3cccnc3)CC2=O)cc1 (centres undefined),-3,6,10,0,-5,-3.2,-1.1,1,-2,-11
COc1ccc(C(=O)C(/C=N/O)=N/Nc2ccc(F)cc2)cc1,0,-1,-65,-5,1,0.0,-0.6,-3,-5,-14
COc1ccc(OC)c(C(C)NC=O)c1 (centres undefined),-2,1,-7,-4,-3,-2.6,0.3,-3,2,2
C=CCn1c(SCc2c(Cl)cccc2Cl)nnc1-c1cccnc1,-3,-4,-8,-16,0,-3.2,-1.1,3,-6,-6
Cc1sc(NC(=O)CN(Cc2ccccc2)C(=O)C(C)C)c(C(N)=O)c1C,-2,-8,2,-2,-1,-2.9,-0.6,1,-2,-13
C=CC[n+]1c(/C=C2\C=Cc3cc(C)ccc3N2CC)ccc2ccccc21,-4,24,-80,-3,-5,-0.6,-14,9,-7,-5
Cc1ccccc1C(=O)Nc1ccc(C(=O)N/N=C/c2ccncc2)cc1,2,-2,-29,-5,-3,.,-1.0,-1,-2,2

# 3 entries from above, sorted by the value under CAL PDZ FP-2, falling:
mol	CAL PDZ FP-2
Cc1cc[n+](CC(=O)Nc2cccc(C)c2)cc1	-0.3
Cc1nc(N2CCN(C(=O)c3ccc(Cl)cc3)CC2)c(C#N)c2c1COC(C)(C)C2	-0.4
COc1ccc(OC)c(C(C)NC=O)c1 (centres undefined)	-2.6

# (list continues)
SMILES,CAL PDZ FP-1,Rtt109 HAT inh,SR-BI DiI-HDL act,PKA-R2B activ,RTF Ca sens act,CAL PDZ FP-2,C-LANA FP,DAGLB inhibitor,Keap1 Nrf2 FP,RTF Ca sens inh
CCOC(=O)C1CCCN(S(=O)(=O)c2ccc(-n3cnnn3)c(C)c2)C1 (centres undefined),-3,-11,.,-7,-6,-3.8,-1.2,0,2,2
CC(=O)c1ccccc1NC(=O)COC(=O)CCCN1C(=O)c2cccc3cccc(c23)C1=O,1,8,-3,-4,6,-2.9,0.3,-2,2,1
CN(C)Cc1c(OC(=O)c2ccc(N)cc2)ccc2ccccc12,13,0,14,-1,-6,-0.1,-0.5,4,-6,1
COc1ccc(-c2cn3cccnc3n2)cc1NC(=O)C1CCCC1,.,-22,13,-9,3,-1.3,-0.1,2,3,-6
O=C(NC1CCC(O)CC1)c1ccccc1OCc1ccc(F)cc1 (centres undefined),.,4,-60,-4,-5,-1.8,0.8,-3,-4,3
CC(C)CCNC(=O)COC(=O)c1cc(Br)c(Br)s1,-2,-2,31,-1,-2,-1.8,-0.8,-8,1,-6
Cc1c(C(=O)NCc2ccco2)oc2ccc(Br)cc12,6,1,-5,6,14,-1.5,2.2,3,-2,-18
Cc1ccc(C)c(NC(=O)c2ccccc2O)c1,-3,6,1,-11,-7,-0.7,1.4,-6,-2,-11
O=C(C1CCN(S(=O)(=O)N2CCOCC2)CC1)N1CCN(c2ccccc2)CC1,-2,1,-6,0,0,-1.4,2.2,0,0,-4
CN(C)C(/C=C/Nc1ccc(O)cc1)=C(C#N)C#N,6,-10,17,13,-5,-0.7,0.2,0,-2,-2
Cc1ccc(NCc2nnc(SCC(=O)c3ccccc3)o2)c(C)c1,-3,5,14,4,5,-2.9,0.3,-1,-8,-11
CCCCNC(=O)c1ccc2c(c1)ncn2C1CCCCC1,-5,0,-2,-5,-3,0.8,8.0,-5,2,-6
O=C(c1ccc([N+](=O)[O-])cc1[N+](=O)[O-])N1CCCC1,0,-2,14,5,-4,-0.7,0.3,4,6,-6
CCCc1cc(=O)[nH]c(SCC(=O)Nc2cc3c(cc2C(C)=O)OCO3)n1,4,4,19,-6,5,0.1,-6.2,2,1,-13
CN1CCc2c(OCC(=O)N3N=C(c4cccs4)CC3c3ccc(F)cc3)cccc2C1=O (centres undefined),-1,5,1,-3,-1,-1.2,0.7,1,-6,-7
Clc1ccc(Cc2nc(-c3ccncc3)no2)cc1,2,-7,-18,6,-2,-2.7,1.0,-3,-7,0
O=C1C(=O)N(C/C=C/c2ccccc2)c2ccccc21,-3,-1,12,-4,-4,-0.8,-1.3,-2,-5,-5
CC(=O)C1=C(O)C(=O)N(c2ccc(S(N)(=O)=O)cc2)C1c1ccccc1F (centres undefined),-5,-1,35,12,-6,1.2,0.0,-1,-7,-6
CCCCCCn1cc(C(=O)O)c(=O)c2cc(F)c(N3CCN(C(=O)OCC)CC3)cc21,-6,2,-18,3,0,-0.5,0.6,4,3,-7
CC1=C(C(=O)OC(C)C)C(c2ccc(Cl)cc2)n2c(s/c(=C\c3ccc(OCC(=O)O)cc3)c2=O)=N1 (centres undefined),2,15,-21,5,2,-2.4,1.3,2,-9,4
CCOC(=O)C1(CCOc2ccccc2)CCN(Cc2cc(OC)c(O)c(OC)c2)CC1,-2,-14,26,-11,-8,-0.1,-0.1,-4,-8,-1
C#Cc1ccc([C@@H]2C=C(C(=O)N3CCN(Cc4ccc5c(c4)OCO5)CC3)O[C@H](OCC)[C@H]2CCCO)cc1,11,3,-44,-3,-1,0.1,-1.0,-3,-4,6
CCn1c(Cc2ccccc2)nnc1SCC(=O)Nc1nccs1,2,5,39,-6,-4,0.0,0.1,3,0,-1
CCC(C(=O)OC(C)C)c1ccc2ccccc2c1 (centres undefined),-6,-3,-36,5,-4,0.7,1.0,-8,1,3

# A stretch from further up, as a working copy:
SMILES,CAL PDZ FP-1,Rtt109 HAT inh,SR-BI DiI-HDL act,PKA-R2B activ,RTF Ca sens act,CAL PDZ FP-2,C-LANA FP,DAGLB inhibitor,Keap1 Nrf2 FP,RTF Ca sens inh
CCn1c(Cc2ccccc2)nnc1SCC(=O)Nc1nccs1,2,5,39,-6,-4,0.0,0.1,3,0,-1
CCC(C(=O)OC(C)C)c1ccc2ccccc2c1 (centres undefined),-6,-3,-36,5,-4,0.7,1.0,-8,1,3

# (list continues)
SMILES,CAL PDZ FP-1,Rtt109 HAT inh,SR-BI DiI-HDL act,PKA-R2B activ,RTF Ca sens act,CAL PDZ FP-2,C-LANA FP,DAGLB inhibitor,Keap1 Nrf2 FP,RTF Ca sens inh
COc1cc(OC)c(CN2CCC(Cc3ccccc3)CC2)cc1Br,-10,5,-4,-1,-3,-1.7,-1.3,-6,-1,-5
O=C(CO/N=C/c1ccc(OC(F)F)cc1)NCc1ccco1,4,-10,9,-5,2,-24,1.6,2,1,-9
Cc1cnc(NC(=O)CC2OC(=O)c3ccccc32)s1 (centres undefined),-1,-16,4,19*,3,-2.8,-0.2,-1,-2,-14
COc1ccc2[nH]c3nc(SCc4nnc(-c5ccccc5)o4)nnc3c2c1,-3,2,-13,-3,-3,-2.1,0.7,1,-3,0
CC(C)Oc1ccc(C(=O)NC(=S)Nc2ccc(Cl)c(C(=O)O)c2)cc1,.,2,.,0,-2,-2.1,-0.2,-2,-1,-18

# Screens from PubChem BioAssay.
